Lipid storage S3: qHTS Assay for Lipid Storage Modulators in Drosophila S3 Cells; AID 2685; Potency in µM for hits, for the others lipid storage change, negative = inhibition, % at the top dose, mostly 46.1 µM; Drosophila S3 cells, BODIPY lipid droplet fluorescence, 18-24 h; cells fed with added oleic acid; actives 0.64% (n = 320,000); active = well fitted inhibition curve with a large enough effect in the signal ratio, with a control signal flat, not every such curve was filed as active; inconclusive = small, poorly fitted or top-dose-only effect, or effect the other way, or a change in a side signal; the % refers to the signal ratio
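Drosophila S3 cells got compounds at several concentrations plus oleic acid (400 uM solution). Laser-scanning cytometry with 488 nm excitation read lipid droplets at 500-530 nm and cells at 575-640 nm. Percent activity was relative to 20 uM Triacsin C.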
Lipid storage S3 cell count max: recorded beside Lipid storage S3, whose call it bears; cell number change, %; measured here: cell count max response;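 cells counted by Cell Tracker Red CMTPX staining in the red channel; peak over a dose series mostly up to 46.1 µM; percent activity relative to internal control wells on each plate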
* hit, by the source's call; i = inactive; u = inconclusive; x = no result given. % is set by controls: 0 for no effect and ±100 for the full control effect; potency is the fitted concentration of half-maximal effect. Some of the compounds tested. The share of hits here may be higher or lower than overall.

compound	Lipid storage S3 cell count max	Lipid storage S3
CCOC(=O)NC(N(O)c1cccc(Cl)c1)C(Cl)(Cl)Cl (stereo not given)	-20.5	-6.3%
COc1ccc(C(=O)Nc2c(Cl)cc(Cl)cc2C(=O)NCc2ccco2)cc1	x	-18.4%
O=C(CSc1n[nH]c(-c2ccncc2)n1)Nc1ccccc1	x	i
CC(C1CC2CCC1C2)n1c(-c2cccs2)n[nH]c1=S (stereo not given)	1.9	-3.2%
Cc1c(NC(=O)COC(=O)Cc2ccc(Br)cc2)c(=O)n(-c2ccccc2)n1C	8.3	9.6%
COc1cccc(-c2cc(C(F)(F)F)nc(-n3ccc([N+](=O)[O-])n3)n2)c1	12.3	9.1%
O=C(NC(=S)Nc1ccc(-c2nc3ncccc3o2)cc1)c1ccccc1F	x	u
Cc1cccc(NC(=O)CSc2nnc3ccc(-c4ccccn4)nn23)c1	x	i
O=C(/C=C/c1cccc([N+](=O)[O-])c1)NCCN1C(=O)S/C(=C\c2ccc(F)cc2)C1=O	13.9	7.7%
O=C(Nc1ccc(N2C(=O)c3cccc4cccc(c34)C2=O)cc1)c1ccc(N2CCCCC2)c([N+](=O)[O-])c1	9.8	i
Cc1ccccc1NC(=O)C(=O)NCCc1ccccc1	x	u
COc1cccc(N2CCN(c3ccc(S(=O)(=O)N4CCCC4)cc3)CC2)c1	8.7	-9.1%
O=C(Cc1ccc(Cl)cc1)N/N=C/c1c(Cl)cccc1Cl	x	u
CC(=O)CSc1nc2c(c(=O)[nH]c(=O)n2C)n1Cc1ccccc1Cl	x	u
Cc1nn(C)cc1CN(C)S(=O)(=O)c1cccc([N+](=O)[O-])c1	x	u
Cc1ccc(CC(=O)N/N=C/c2ccc3c(c2)OCO3)cc1	x	u
COc1ccc(CNC(=O)CN2C(=O)CSc3ccc(S(=O)(=O)N4CCOCC4)cc32)cc1	x	u
COc1cc(C(=O)Nc2ccc(C)cn2)ccc1OCC(=O)N1CCOCC1	5.3*	20.6µM*
CN1CCN(C(=O)c2ccccc2NC(=O)c2cccs2)CC1	x	u
COc1ccc(NC(=O)COc2ccc3c(c2)OCO3)cc1	x	u
S=c1nc(-c2ccccc2)n(CCN2CCOCC2)c2c1CCCC2	5.5	6.4%
Cc1cccc(NC(=O)C2CCN(S(=O)(=O)c3ccc4c(c3)OCCO4)CC2)n1	x	u
CC1CCOC2(O1)C(=O)N(CN1CCN(c3cccc(Cl)c3)CC1)c1ccccc12 (stereo not given)	-1.5	9.3%
Cc1c(Cl)cccc1-c1ccc(C(=O)N2CCN(c3ccc([N+](=O)[O-])cc3)CC2)o1	-10.1	i
CC(=O)c1c(O)cc(=O)n(-c2ccccc2)c1-c1cccc2ccccc12	x	u
CC(=O)Nc1ccc(S(=O)(=O)NC2(C(F)(F)F)NC(=O)N(C3CCCCC3)C2=O)cc1 (stereo not given)	x	u
C=CCn1c(C)cc(C(=O)COC(=O)C2CC(=O)N(CCc3ccc(OC)c(OC)c3)C2)c1C (stereo not given)	-4.2	i
CCCCCCCC(=O)NN=C1CCN(Cc2ccccc2)CC1	x	u
CC1(C)c2[nH]c3ccccc3c2C[C@H]2C(=O)N(CCCCCO)CC(=O)N21	x	u
CN(CCO)Cc1csc2ccc(Br)cc12	x	u
CCOc1ccccc1N(CC(=O)Nc1ccccc1)S(=O)(=O)c1ccccc1	12.2	-14.8%
COc1ccc(C(=O)O)c(OC)n1	x	u
CC1CCCC(NC(=O)C2N(CCCN3CCCC3)C(=O)C3C(C(=O)Nc4cccc(Cl)c4)C4C=CC32O4)C1C (stereo not given)	-7.1	-7.1%
CCOC(=O)c1ccc(Nc2nc(C)cc(C)c2C#N)cc1	x	i
COc1ccc(CN(C)C(=O)CCc2ccc(S(=O)(=O)N3CCCCCC3)cc2)c(OC)c1	x	u
COC(=O)c1sc2ncn(CC(=O)NCCc3ccc(OC)c(OC)c3)c(=O)c2c1C	3.7	22.1%
O=C(O)C1CC=CCC1C(=O)Nc1cccc(C(=O)N2CCCCC2)c1 (stereo not given)	x	u
CCOC(=O)C(NC(=O)N(C)C)(Nc1sc(C)c(CC)c1C#N)C(F)(F)F (stereo not given)	4.6	-2.7%
CCOC(=O)c1ccc(NC(=O)CCC(=O)NCc2ccco2)cc1	14.3	i
CC1Cc2ccccc2N1Cc1cccc(S(=O)(=O)N(C)C)c1 (stereo not given)	x	5.7%
O=C(Nc1ccc2oc(-c3cccc(F)c3)nc2c1)c1ccccc1F	x	u
CCOC(=O)Cc1csc(N/C(=N/S(=O)(=O)c2cc(Br)ccc2OCC)c2ccccc2)n1	-14.5	-8.6%
O=C(O)c1oc2ccc(Br)cc2c1-n1cccc1	x	i
CC(C)NC(=O)CNc1ccc(C(F)(F)F)cc1[N+](=O)[O-]	x	u
Cc1ccc(S(=O)(=O)NCc2ccc(C(=O)N3CCN(Cc4ccccc4)CC3)cc2)cc1	-0.4	0.8%
O=C(O)CC(CC(=O)Nc1ccc(N2CCOCC2)cc1)c1ccccc1 (stereo not given)	18.8	5.4%
COc1cc(Nc2nc3ccccc3n3nnnc23)cc(OC)c1OC	x	u
COc1ccc(Cc2nnc(NN)[nH]c2=O)cc1OC	17.9	13.2%
Cc1ccccc1C(=O)OCCN1CCOCC1	-4.1	8.7%
C/C(N)=C(/C#N)C(=O)COC(=O)c1ccc(O)cc1	x	u
COc1c(C)cc(C(=O)C2CCCN(C(=O)c3cc(C)n(C)n3)C2)cc1C (stereo not given)	x	u
O=S(=O)(Nc1ccc(S(=O)(=O)N2CCCCC2)cc1)c1ccc(Br)s1	-13.8	i
O=S(=O)(NCC1CCCO1)c1ccc(S(=O)(=O)N2CCCC2)cc1 (stereo not given)	x	u
NC(CC(=O)OC1CCCCC1)C(=O)OC1CCCCC1 (stereo not given)	x	u
COc1ccc2c(c1)C(NS(=O)(=O)OCC(Cl)(Cl)Cl)CCC2 (stereo not given)	x	u
c1ccc(-c2ccccc2OCCCN2CCOCC2)cc1	23.2	1.8%
CC1=CCC(/C=N\Nc2nnc3c(n2)[nH]c2ccccc23)CC1 (stereo not given)	x	u
O=c1[nH]c2ccccc2c2ccccc12	x	u
CCOc1ccc(NC(=O)Nc2nnc(CC)s2)cc1	x	u
COC(=O)c1ccc(NC(=O)CSc2nncc3ccc(OC)c(OC)c23)cc1	5.6	3.5%

(cont.)
compound	Lipid storage S3 cell count max	Lipid storage S3
CCSc1nc2ccccc2n1CC(=O)OC	1.4	6.6%
Cc1cccc(C2NC(=O)c3ccccc3O2)c1 (stereo not given)	x	u
Cc1c(NC(=O)c2cc3nc(-c4ccc(Cl)cc4)cc(C(F)(F)F)n3n2)c(=O)n(-c2ccccc2)n1C	6.9	-3.1%
O=S(=O)(c1ccc(Nc2ccc3c(c2)OCO3)nc1)N1CCOCC1	x	u
c1ccc(OCCCn2nnc(-c3ccc(N4CCOCC4)cc3)n2)cc1	-4.6	i
O[C@H]1c2ccccc2[C@H](Cc2cncs2)[C@@H]1Br	5.3	16.0%
COc1ccc(Nc2ccc(Cl)cc2)c(C(=O)O)c1	-10.2	18.8%
O=C(Nc1ccccc1)Nc1cccc(Cl)c1Cl	-12.4	22.1%
O=S(=O)(NCC1CCCO1)c1ccc(Cl)cc1 (stereo not given)	x	u
CC(Sc1nnnn1C)C(=O)Nc1ccc2c(c1)OCCO2 (stereo not given)	x	u
CCNC(=O)c1nc[nH]c1C(=O)NCC	x	u
O=C(NCc1ccccc1)c1ccc2c(c1)C(=O)N(Cc1cccnc1)C2=O	12.2	i
Cc1cccc(OCc2nnc(SCC(=O)N(c3ccccc3)C3CCS(=O)(=O)C3)o2)c1 (stereo not given)	x	u
c1ccn2c(SCc3ccc4c(c3)OCO4)nnc2c1	x	u
CCC(C)NCCOCCOc1ccc(Br)cc1C (stereo not given)	-1.0	-3.3%
Cc1cccc[n+]1CC(=O)N1c2ccccc2Sc2ccccc21	x	u
CCN(CC)S(=O)(=O)c1ccc(N2CCCC2)c(NC(=O)CC(C)(C)C)c1	x	u
Cc1cc(C(=O)CN2C(=O)C(=O)N(C3CCCC3)C2=O)c(C)n1CCc1ccccc1	x	u
COc1ccc(C(=O)Cn2c(Br)nc3c2c(=O)n(C)c(=O)n3C)cc1	-21.9	28.4%
COCCOc1nc2ccccc2nc1C	-5.3	6.2%
CCN(c1ccccc1)S(=O)(=O)c1ccc(C(=O)Nc2ccncc2)cc1	x	u
CC(=O)N/C(=C\c1ccccc1)C(=O)OCc1ccc(C)cc1	x	u
CN(/C(=N/S(=O)(=O)c1cccs1)c1ccccc1)c1ccccc1	3.1	4.2%
O=C1OCC(Cn2c3ccccc3c3ccccc32)O1 (stereo not given)	x	u
COc1ccc(CC(=O)Nc2c3c(nn2-c2cccc(C)c2C)CS(=O)C3)cc1 (stereo not given)	x	u
Cc1cc(C)cc(-n2c(C)cc(C=C(C#N)C#N)c2C)c1	0.8	-3.7%
Cc1onc(-c2ccccc2Cl)c1C(=O)N1CCN(c2nc3ccccc3s2)CC1	x	u
COc1ccc(NC(=O)CN(C)C(=O)/C=C/c2ccc(S(=O)(=O)N3CCCCCC3)cc2)cc1	x	u
COc1cc2c(=O)n(CCCN3CCOCC3)c(=S)[nH]c2c(OC)c1OC	x	u
Cc1cc(C)n(-c2ccc(C(=O)Oc3ccc4c(c3)OCO4)cc2)n1	x	u
C=CCNC(=O)C12CC3(C)CC(C)(CC(C)(C3)C1)C2	x	u
O=c1[nH][nH]c(C(F)(F)F)c1C=NCc1ccc(Cl)cc1	x	u
N#CCC(=O)Nc1ccc(C(=O)OCC(=O)N(C2CCCCC2)C2CCCCC2)cc1	x	u
CCOn1c(=O)c[n+]([O-])c2ccccc21	x	u
CCOC(=O)c1cnc(N2CCN(C(=O)OCC)CC2)[nH]c1=O	-7.5	4.1%
COc1ccccc1CNC(=O)CCCC(=O)n1nc(C)c2ccccc21	-18.3	51.0%
O=C(NCCOc1ccc(Cl)cc1)C1CCCCC1	x	u
Cc1nn(-c2ccccc2)c(Oc2ccc(F)cc2)c1/C=N/n1cnnc1	x	u
CCN(CC)C(=O)C1c2ccccc2Oc2ccccc21	x	u
COCCNC(=O)C1CC2Cn3c(nc4ccccc43)C2N1C (stereo not given)	x	u
CCn1c2c(c3cc(OCC(C)C)ccc31)CCCC2=O	-8.7	-13.2%
O=C(NNC(=O)C1CC1)c1cc2cc3ccccc3nc2s1	7.0	-12.3%
COc1ccc(CN(C)C(=O)COC(=O)c2c(C)nn(-c3ccc(F)cc3)c2Cl)cc1	x	u
C/C(CC(=O)Nc1ccc(Cl)cc1Cl)=N\NC(=O)C(=O)N1CCCC1	8.8	0.9%
COC(=O)c1sc(N2C(=O)C(O)=C(C(=O)c3ccc(C)o3)C2c2ccc([N+](=O)[O-])cc2)nc1C (stereo not given)	x	u
Cc1ccccc1C(=O)c1c[nH]c(C(N)=O)c1	x	u
CC(CCOS(N)(=O)=O)c1ccccc1 (stereo not given)	x	u
CC1CCCCC1NC(=O)CN1C(=O)CSc2cc(S(=O)(=O)N3CCCCCC3)ccc21 (stereo not given)	x	u
COC(=O)CSc1ccc(S(=O)(=O)N2CCOCC2)cc1[N+](=O)[O-]	-7.1	-16.9%
Cc1ccc(C(=O)CN(CCCC(N)=O)S(=O)(=O)c2ccc([N+](=O)[O-])cc2)cc1	x	u
O=C(Oc1cccc(/C=N/NC(=O)c2ccccn2)c1)c1ccc([N+](=O)[O-])cc1	20.0	i
COc1ccccc1-c1c(C)nn2c(N)c(-c3ccc(Cl)cc3)cnc12	-3.6	6.8%
CC1CC2(C)CC(C)C1(COC(=O)Nc1ccccc1)CO2 (stereo not given)	x	u
CNc1nc2cccnc2s1	9.3	0.2%
C=CCn1c(SCC(=O)N2CCc3ccccc3C2)nc2sc(CC)cc2c1=O	0.3	-10.9%
CC(Sc1nnnn1C)C(=O)Nc1ccc(Oc2ccccc2)cc1 (stereo not given)	x	u
COC(=O)c1sccc1NC(=O)Nc1cccc(F)c1	x	u
Cc1cc(NC(=O)CCN2CCN(C/C=C/c3ccccc3)CC2)ccc1Br	x	u

Assay outcomes as filed in PubChem.
